HKDC1 inhibitor: blocks human hexokinase HKDC1 activity; recombinant HKDC1, G6PDH/diaphorase resazurin coupled fluorescence; inhibition, % at 20 µM; Q2TB90; AID 493160; 340,000 tested, 0.16% active;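 active means inhibition above about 35% when tested at 20 µM, limit read from the data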;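 further: plate controls were DMSO wells with enzyme for no effect and DMSO wells lacking enzyme for full effect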
Target sequence (Q2TB90 whole entry, looked up): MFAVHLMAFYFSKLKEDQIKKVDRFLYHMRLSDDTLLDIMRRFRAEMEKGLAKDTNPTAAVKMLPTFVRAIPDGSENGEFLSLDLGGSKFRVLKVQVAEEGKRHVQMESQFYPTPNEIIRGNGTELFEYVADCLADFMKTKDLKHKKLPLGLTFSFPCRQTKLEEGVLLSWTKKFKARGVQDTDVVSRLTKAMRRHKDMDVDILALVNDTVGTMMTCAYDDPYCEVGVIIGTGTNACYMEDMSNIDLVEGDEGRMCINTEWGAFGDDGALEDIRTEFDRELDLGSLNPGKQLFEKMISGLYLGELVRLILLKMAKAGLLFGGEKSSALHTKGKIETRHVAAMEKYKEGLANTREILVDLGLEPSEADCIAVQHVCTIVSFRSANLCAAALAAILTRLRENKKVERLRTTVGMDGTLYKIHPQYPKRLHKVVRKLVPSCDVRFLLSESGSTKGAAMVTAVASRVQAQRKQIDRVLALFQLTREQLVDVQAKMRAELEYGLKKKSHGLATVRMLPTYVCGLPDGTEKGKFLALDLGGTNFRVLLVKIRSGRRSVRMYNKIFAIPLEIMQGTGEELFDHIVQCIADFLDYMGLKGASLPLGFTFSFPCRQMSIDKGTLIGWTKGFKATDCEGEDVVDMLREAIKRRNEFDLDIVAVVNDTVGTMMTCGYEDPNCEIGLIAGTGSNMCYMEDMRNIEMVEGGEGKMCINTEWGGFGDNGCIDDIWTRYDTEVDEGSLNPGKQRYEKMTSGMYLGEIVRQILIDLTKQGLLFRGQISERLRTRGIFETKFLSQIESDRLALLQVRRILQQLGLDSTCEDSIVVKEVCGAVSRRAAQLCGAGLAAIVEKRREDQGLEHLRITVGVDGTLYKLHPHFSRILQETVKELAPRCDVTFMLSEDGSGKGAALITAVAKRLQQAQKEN
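System: Recombinant HKDC1 hexokinase | Amount: HKDC1 at 5 µg/mL | Reagent: Glucose with 1 mM ATP | Doses: Single 20 µM dose | Incubation: Reaction time 90 min, room temperature, protected from light | Signal: Coupled resazurin fluorescence, excitation 525 nm, emission 613 nm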
PfGluPho inh: PfG6PD (Plasmodium falciparum) enzyme inhibition. PfGluPho enzyme, NADPH resazurin-diaphorase fluorescence. inhibition, % at 20 µM. 350,000 tested, 0.78% active;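 active means inhibition reaching at least a set limit at 20 µM in the primary screen, cut at about 59% in these data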;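 further: 0% = DMSO wells with substrate and 100% = DMSO wells lacking glucose-6-phosphate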
ATG4B inhibitor: blocks human ATG4B protease cleavage of LC3 substrate; ATG4B cleavage of LC3-PLA2, NBD-HPC fluorescence, 1 h; AID 504462; inhibition, % at 8.33 µM; 340,000 tested, 0.51% active; Q9Y4P1; in the data active means inhibition above about 40%
An asterisk follows results filed as active; . = not tested or not shown.

SMILES	HKDC1 inhibitor	PfGluPho inh	ATG4B inhibitor
C[C@@H]1CN([C@@H](C)CO)S(=O)(=O)c2ccc(C#Cc3cccc(F)c3)cc2O[C@H]1CN(C)S(=O)(=O)c1cn(C)cn1	.	27	.
Cc1ccccc1NC(=O)Cc1nc(COC(=O)Cc2cccc(C(F)(F)F)c2)cs1	.	30	.
O=S(=O)(c1ccc(Br)cc1F)N1CCC(O)CC1	-2	3	.
CC(C)(C)OC(=O)N(CCc1ccccc1)Cc1cccc(OCc2cccc(NC(=O)C3CC3)c2)c1	6	9	.
COc1ccccc1CNCCS(=O)(=O)NCc1ccccc1	-3	2	.
O=C(NCCCCc1ccccc1)c1cccc(NC(=O)C2CCC2)c1	-4	-4	.
CC[C@H](C)[C@H]1CNC(=S)N1CC1CCN(CC2CCC(C)CC2)CC1 (stereo not given in full)	-11	16	.
CCCCCCCCNS(=O)(=O)CCNC1CC1	-5	6	.
C#CCN1C=CC(=O)[C@@H](OC(=O)Nc2ccc(C)cc2)[C@H]1c1ccccc1Br	6	41	.
CC(C)C[C@@H](CNCC(=O)[C@H](CC(C)C)NC(=O)c1[nH]cnc1C(=O)N[C@@H](C)CN)NC(=O)c1nc[nH]c1C(=O)N[C@@H](CC(C)C)C(=O)O	-1	6	.
COc1ccc(CNS(=O)(=O)CCNCc2ccco2)cc1	-5	4	.
CCCCN1CC(=O)N2[C@@H]3c4cc(Br)ccc4OC[C@@H]3[C@H](C(=O)OCC)[C@]2(C)C1=O	-7	-19	.
C[C@H]1NC(=O)[C@]2(C)[C@@H](c3ccccc3)[C@H]3COc4ccccc4[C@H]3N2C1=O	2	-20	.
O=C1NC[C@H](Cc2ccccc2)N(C[C@H]2CCCN2C[C@H](Cc2ccccc2)N2C[C@H](Cc3ccc(O)cc3)N(CCc3ccccc3)C(=O)C2=O)C1=O	11	17	.
CC(C)C[C@@H](CO)NS(=O)(=O)c1c(F)cccc1F	0	-11	.
O=C1NC(Cc2ccc(O)cc2)c2nc3cc(Cl)ccc3c(=O)n2-c2cc(Cl)ccc21 (stereo not given)	5	5	.
CCOc1ccc(CCN2C(=O)C(=O)N([C@@H](CC(C)C)CN3CCC[C@@H]3CN3C(=O)C(=O)NC[C@@H]3Cc3ccccc3)C[C@@H]2Cc2ccc(O)cc2)cc1	8	13	.
O=[N+]([O-])c1cccc(COc2cccc(CN3CCCC3)c2)c1	-6	6	.
CCN1CCC(CN2CCNC2=S)CC1	-1	-3	.
CCC(CC)CN1CCC(CN2C(=O)C(=O)NC[C@@H]2[C@@H](C)CC)CC1	-1	-3	.
CCCCCCCCNS(=O)(=O)CCNCc1ccc(OC)cc1	2	15	.
O=C(/C=C/c1ccccc1)Nc1cccc(C(=O)N2CCCC2)c1	-4	24	.
CC(C)C[C@H]1CNC(=S)N1CC1CCN(CC2CCCC2)CC1	-3	-11	.
O=C(Cn1cc(COc2c(F)c(F)cc(F)c2F)nn1)c1ccc(O)cc1	24	8	.
COc1ccc2c(c1)[C@H]1[C@H](CO2)[C@H](c2ccccc2)[C@@]2(C)C(=O)N[C@H](C)C(=O)N12	-1	7	.
CC(C)C[C@@H](CN1CCCC1CN1C(=S)NC[C@@H]1Cc1ccc(O)cc1)N1C[C@H](Cc2ccccc2)N(CCc2ccccc2)C1=S (stereo not given in full)	0	13	.
CC(C)(C)OC(=O)N(Cc1ccccc1)Cc1ccccc1OCc1cccc(NC(=O)c2ccccc2)c1	0	18	.
CC(C)C[C@H]1CNC(=O)C(=O)N1CC1CCN(CCc2ccc(-c3ccccc3)cc2)CC1	0	2	.
S=C1NC[C@H](Cc2ccccc2)N1CC1CCN(CCCC2CCCC2)CC1	-7	17	.
COC(=O)C(C(=O)OC)[C@@H]1C=C[C@H](C[N+](=O)[O-])N(C(C)=O)C1	-1	-9	.
CC(C)C[C@H]1CNC(=S)N1CC1CCN(CCC23CC4CC(CC(C4)C2)C3)CC1	-3	13	.
CC(C)C[C@@H](CN1CCC[C@@H]1CN1C(=O)C(=O)NC[C@@H]1Cc1ccccc1)N1C[C@H](Cc2ccc(O)cc2)N(CC2CCCCC2)C(=O)C1=O	9	-5	.
O=S(=O)(c1ccc(Br)cc1F)N1CCCCC1CCO (stereo not given)	1	8	.
Cc1cc2nc3c(=O)n(C4CCCCC4)c(=O)[nH]c3nc2cc1N	11	47	-56
CCOC(=O)c1cc(C(C)C)sc1NC(=O)COC(=O)CCS(=O)(=O)c1ccccc1	0	16	-6
CC(C)CN(C(=O)COC(=O)c1cc(=O)[nH]c2ccccc12)c1c(N)n(Cc2ccccc2)c(=O)[nH]c1=O	-2	-6	-17
CCOC(=O)C(C(=O)OCC)C(c1ccccc1)N1CCN(c2ccccc2)CC1 (stereo not given)	15	2	1
COCc1nnc(NS(=O)(=O)c2ccc(OC)cc2)s1	-2	-7	-1
COc1ccc(-c2cn3c(C)c(C(=O)N4CCN(c5ccccc5)CC4)sc3n2)cc1	1	3	-2
Cc1nn(C(=O)C(C)N2C(=O)c3ccccc3C2=O)c(C)c1Br (stereo not given)	2	-13	3
O=C(CCCC(=O)N1CCc2ccccc21)N1CCc2ccccc21	0	-6	-9
O=C(OCc1cc(=O)c(OC(=O)c2ccccc2)co1)c1ccccc1	0	4	-3
O=C(O)c1cn(-c2ccc(F)cc2)c2cc(N3CCNCC3)c(F)cc2c1=O	1	-11	1
CSc1nnc2c3c4c(sc3nc(-n3nc(C)cc3C)n12)COC(C)(C)C4	-7	-8	-11
CCOc1ccc(NC(=O)CN2C(=O)/C(=C3\SC(=S)N(C4CCS(=O)(=O)C4)C3=O)c3ccccc32)cc1 (stereo not given)	-3	-4	9
O=C(Nc1cccc(Br)c1)C1CC(=O)N(C2CCCC2)C1 (stereo not given)	-2	-5	-1
CC(CNCCCn1ccc(NC(=O)OCc2ccccc2)nc1=O)c1ccccc1 (stereo not given)	-4	-2	5
Cc1noc(C)c1COc1ccccc1C(=O)NC(C)c1ccc(F)cc1 (stereo not given)	3	-4	-5
O=C(/C(=N/O)c1ccccc1)c1ccccc1	1	-11	-3
Cn1cc[nH]c1=S	-10	14	-5

7 successive entries already listed, for reference:
SMILES	HKDC1 inhibitor	PfGluPho inh	ATG4B inhibitor
O=C(CCCC(=O)N1CCc2ccccc21)N1CCc2ccccc21	0	-6	-9
O=C(OCc1cc(=O)c(OC(=O)c2ccccc2)co1)c1ccccc1	0	4	-3
O=C(O)c1cn(-c2ccc(F)cc2)c2cc(N3CCNCC3)c(F)cc2c1=O	1	-11	1
CSc1nnc2c3c4c(sc3nc(-n3nc(C)cc3C)n12)COC(C)(C)C4	-7	-8	-11
CCOc1ccc(NC(=O)CN2C(=O)/C(=C3\SC(=S)N(C4CCS(=O)(=O)C4)C3=O)c3ccccc32)cc1 (stereo not given)	-3	-4	9
O=C(Nc1cccc(Br)c1)C1CC(=O)N(C2CCCC2)C1 (stereo not given)	-2	-5	-1
CC(CNCCCn1ccc(NC(=O)OCc2ccccc2)nc1=O)c1ccccc1 (stereo not given)	-4	-2	5

Entries of single compounds as entered above:
Results for O=C(Nc1cccc(Br)c1)C1CC(=O)N(C2CCCC2)C1 (stereo not given) : HKDC1 inhibitor = -2; PfGluPho inh = -5; ATG4B inhibitor = -1
Results for CC(CNCCCn1ccc(NC(=O)OCc2ccccc2)nc1=O)c1ccccc1 (stereo not given) : HKDC1 inhibitor = -4; PfGluPho inh = -2; ATG4B inhibitor = 5
Results for Cc1noc(C)c1COc1ccccc1C(=O)NC(C)c1ccc(F)cc1 (stereo not given) : HKDC1 inhibitor = 3; PfGluPho inh = -4; ATG4B inhibitor = -5

2 of these compounds, set out differently.
SMILES | HKDC1 inhibitor | PfGluPho inh | ATG4B inhibitor
O=C(/C(=N/O)c1ccccc1)c1ccccc1 | 1 | -11 | -3
Cc1noc(C)c1COc1ccccc1C(=O)NC(C)c1ccc(F)cc1 (stereo not given) | 3 | -4 | -5

Remaining list, next part
SMILES	HKDC1 inhibitor	PfGluPho inh	ATG4B inhibitor
O=C1CCN(Cc2ccc(Cl)cc2Cl)C(=O)N1	-2	8	-2
CCn1c(N2CCN(C(c3ccccc3)c3ccccc3)CC2)nc2c1c(=O)[nH]c(=O)n2C	5	-13	1
CC(=O)C1=C(c2ccc(Br)cc2)C(=O)c2ccccc2C1=O	83*	106*	29
Cc1nnc(NS(=O)(=O)c2ccc(N=Nc3ccc(N)nc3N)cc2)s1	6	-57	11
Fc1ccc(CSc2ncnc3c2oc2ccccc23)cc1	-3	9	23
CC1=CC(C)(C)NC(=S)N1CCO	5	-10	5
CCn1c(C)nc2cc(C(=O)N/N=C/c3ccc(O)c(O)c3O)ccc21	15	85*	0
Cc1ccc(OCC(=O)N/N=C/c2ccccc2)c([N+](=O)[O-])c1	-4	20	-8
CC1=NN(c2ccccc2C)C(=O)C1	2	-4	2
CC1CCCN(CCCOc2ccccc2-c2ccccc2)C1 (stereo not given)	-5	4	-4
CCN(CC(=O)Nc1ccc2c(c1)OCCO2)C(=O)C(C)Oc1ccc(F)cc1 (stereo not given)	-5	0	-4
Cc1cn([C@H]2C[C@H](O)[C@@H](CCC(=O)NCc3ccccc3)O2)c(=O)[nH]c1=O	-3	-3	-3
Cc1ccc2[nH]c(=O)c(CN(CCN3CCOCC3)C(=O)Nc3ccccc3F)cc2c1	-3	6	-10
CCCOc1ccc(C(=O)C(CN2CCCC2)c2ccccc2)cc1 (stereo not given)	-12	5	3
CCCCN(CCCC)S(=O)(=O)c1ccc(NC(=O)c2ccc([N+](=O)[O-])cc2Cl)cc1	-8	15	3
CCSc1ccc(-c2nn(-c3ccccc3)cc2/C=C(/C#N)C(=O)NCCCOC)cc1	8	10	1
CCCCN1C=C(C(=O)OCC)C(=O)CC1	-4	5	2
CC1SC(C)C(=O)N(CC(=O)NC2CCCCC2)C1=O (stereo not given)	-7	-16	-7
CC(=O)NC1C(=O)N(CCc2ccccc2)c2ccc(Br)cc21 (stereo not given)	-3	-2	0
COc1ccc2[nH]cc(CCNC(=O)Cn3cc(C)c(=O)[nH]c3=O)c2c1	-2	8	-10
OCCCNc1ncnc2[nH]ncc12	-5	3	1
CCOC(=O)c1c(C)oc2c(CC(=O)c3ccccc3)c(Cl)c(O)c(O)c12	-10	-18	13
CCNC1CCC(Nc2ccnc3cc(Cl)ccc23)CC1 (stereo not given)	-6	-9	4
Cc1cccc2c1NC(=O)C2=O	10	8	0
Nc1nnnn1-c1cccc([N+](=O)[O-])c1	-4	7	1
NC(=N\N=CCc1ccccc1)/C(N)=N/N=CCc1ccccc1	-4	23	-7
C[C@H]1CN([C@@H](C)CO)C(=O)Cc2cc(NC(=O)Nc3ccccc3)ccc2O[C@H]1CN(C)Cc1ccccc1	7	21	-8
Cn1c(-c2ccc(C#N)cc2)c(C#Cc2ccccc2)c2ccccc21	-1	14	-2
CCCCn1c(N)c(N(CC(C)C)C(=O)c2cc(Br)c(Br)s2)c(=O)[nH]c1=O	2	-11	-10
O=C(CSc1nnnn1-c1ccc(F)cc1)c1ccc(O)c(O)c1	-6	-26	-7
COc1ccc(CCNc2cc(C)nc(N)n2)cc1OC	-7	5	0
O=C1NC(=O)C(c2ccccc2)(C2CCCC2)N1 (stereo not given)	-2	1	3
ClCC(CNCc1ccccc1)c1ccccc1 (stereo not given)	-8	-6	5
COc1cccc2c1C(=O)c1c(O)c3c(c(O)c1C2=O)C[C@@](O)(C(C)=O)C[C@@H]3O[C@H]1C[C@H](N)[C@H](O)[C@H](C)O1	16	-16	-24
Cn1cnc([N+](=O)[O-])c1Sc1nc(N)nc2c1ncn2C1CC(O)C(CO)O1 (stereo not given)	-1	12	2
Nc1ncnc(Sc2ccc(Cl)cc2)c1[N+](=O)[O-]	14	5	-2
COc1ccccc1NC(=O)c1ccc(NC(=O)C2CC2)cc1	-1	-20	3
CN(C)c1ccc(N=C/C=C2/N(C)c3ccccc3C2(C)C)cc1	7	34	12
NC(=O)CSc1nnc(COc2ccccc2)n1C1CCCCC1	-11	1	15
CC(=O)Nc1ccc2c(O)cc(S(=O)(=O)O)cc2c1	10	26	1
CC(=O)N(CC(=O)N(CC(=O)O)c1ccc(Cl)cc1)c1ccc(Cl)cc1	-8	6	-9
COC(=O)c1sccc1NC(=O)/C=C\c1ccc(Cl)cc1Cl	-2	-12	8
COc1cccc(C=NNC(=O)c2ccncc2)c1O	-28	-27	-6
Clc1ccc2nnnc(-c3ccccc3)c2c1	-7	-10	-3
Cc1cc(NC(=O)CN2C(=O)NC3(CCC(C)CC3)C2=O)no1 (stereo not given)	-7	-7	5
CCCN(CCC)CC(O)Cn1cc(/C=C/C(=O)c2cccs2)c2ccccc21 (stereo not given)	4	30	-7
COC(=O)CC(CC(=O)OC)n1cccc1	-1	-5	2
CCOC(=O)C1=C(COC(=O)c2ccc(Cl)c(S(=O)(=O)N3CCOCC3)c2)NC(=O)NC1C (stereo not given)	-7	0	1
CCOC(=O)c1nc(SC)n(C)c1C(=O)OCC	-1	2	4
CCCCn1c(-c2csc(C(C)C)c2)n[nH]c1=S	-7	10	-3
CN1OC[C@@H]2CN(C(=O)C(C)(C)C)[C@H](c3cccc(Br)c3)C[C@@H]21	-3	16	-4

Screens: PubChem BioAssay, Sanford-Burnham Center for Chemical Genomics

Some of the compounds tested; count on the stated rates, not on these rows.
